# TCR act: activates T cell receptor signaling; Potency, µM (top dose mostly 9.22 µM), inactives show top-dose activation of IL-2 secretion, hits mostly activators; AID 504894; 330,000 tested, under 10 active; primary human leukocytes, anti-CD3, IL-2 HTRF, 48 h; also: % of control where 0% means no effect
#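 Compounds are tested in HTS on primary human leukocytes co-incubated with a-CD3 beads for 48 hr. IL-2 output is measured by time-resolved FRET.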
# TRPV1 agonist: activates the human vanilloid receptor TRPV1. TRPV1-expressing cells, Fluo-8 calcium influx, agonist mode. actives 0.19% (n = 320,000). activation, % at 8.33 µM; in the data active = activation above about 80%; inconclusive = between about 30% and that limit; also: 0% is about no effect
#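 Cells expressing TRPV1 were dye-loaded with Fluo-8 and read kinetically: 10 s baseline, 3 min after compound (agonist portion), then 2 min after EC20 capsaicin (allosteric enhancer portion). Calcium-bound dye fluorescence at 480/520 nm.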
# p53 reactivator: restores transcriptional activity of mutant p53; H1299 p53-A138V BP100-luciferase reporter, luminescence, 24 h; actives 0.063% (n = 320,000); Potency, µM (series often up to 92.2 µM), without a hit: at the highest dose activity change, positive = activation, usual class: activators; AID 504706; also: potency is read from the fitted curve at half-maximal effect; % of control where 0% means no effect; nearly all actives have a fitted effect of over 45% in size
#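 p53-null H1299 cells stably carrying temperature-sensitive p53-A138V and a BP100-luciferase reporter were pinned with compounds (4-point, 1:5 series) and held 24 hrs at 37 deg C. Luminescence was read 10 min after detection reagent.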
# A-T KAP1 phos: potential ataxia-telangiectasia treatments restoring KAP-1 phosphorylation. […] A-T fibroblasts, KAP-1 phosphorylation AlphaLISA; neocarzinostatin DNA damage 30 min before lysis. Potency, µM (highest dose often 57.5 µM), for the others: at the highest dose activation, hits mostly activators. actives 0.19% (n = 320,000). AID 485349; also: potency is read from the fitted curve at half-maximal effect; % of control where 0% means no effect; nearly all actives have a fitted effect of over 45% in size
#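 hTERT-immortalized A-T patient fibroblasts ([…]), 500 cells/well in OPTI-MEM, 1% FBS, got compounds for 60 min, then NCS for 30 min at 37C. Lysates were then assayed for phospho-KAP-1 by AlphaLISA (anti-pKAP1 donor, anti-KAP1 acceptor beads), 6 hr at 25C.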
# ELG1 DNA repair: ELG1-dependent DNA repair inhibition | HEK293T ELG1-luciferase reporter, luminescence, 16 h; DNA damage induced by 5-fluorouridine | Potency, µM (series often up to 46.1 µM), for inactives: at the top dose activity change, negative = inhibition, most hits filed as inhibitors | actives 2.3% (n = 330,000); also: potency is read from the fitted curve at half-maximal effect; % is scaled to controls: 0 for no effect and ±100 for the full control effect; nearly all actives have a fitted effect of over 55% in size
#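 HEK293T cells expressing luciferase-tagged ELG1 (2,000/well) received 5-Fluorouridine plus compound or DMSO for 16 hr at 37 °C. Luciferase was read by ONE-Glo luminescence after 30 min at room temperature.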
# B2AR arrestin: recruits beta-arrestin to the human beta2-adrenergic receptor; actives 0.02% (n = 330,000); beta-arrestin recruitment to beta2AR, cell-based reporter; P07550; Potency, µM (doses to about 46.1 µM), for the others: at the top dose activation, most hits filed as activators;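 also: potency is read from the fitted curve at half-maximal effect; 0% = DMSO controls and full agonism = EC100 isoproterenol or metaproterenol; nearly all actives have a fitted effect of over 65% in size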
# a7 integrin act: activates integrin-mediated alleviation for muscular dystrophy | alpha7betagal myoblasts, beta-gal FDG fluorescence, 48 h | Potency, µM (series often up to 38.3 µM), for inactives: at the top dose activation, most hits filed as activators | actives 0.064% (n = 350,000) | AID 624291;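 also: potency is read from the fitted curve at half-maximal effect; 100% = response of the positive control SU9516; nearly all actives have a fitted effect of over 60% in size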
#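 Alpha7betagal+/- myoblasts (passage 13) were plated 16-24 hr, then exposed to compounds (1:260 dilution of DMSO stock) for 48 hours at 37C. After MPER lysis, β-galactosidase reporter activity was read as FDG fluorescence (ex 480/em 540) after 30 minutes.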
# BRCA1 expr act: BRCA1 expression activation; MCF7-BRCA1-FFLuc reporter, luminescence, 48 h; response scale: scaled: vehicle 0%, 10 µM genistein 100%; Potency, µM (top dose mostly 46.1 µM), inactives show top-dose activation, usual class: activators; actives 1.1% (n = 380,000); also: potency is read from the fitted curve at half-maximal effect; nearly all actives have a fitted effect of over 80% in size; some results filed as inactive show a strong effect at the top dose
#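 Quantitative HTS in MCF7 cells stably reporting BRCA1 expression via firefly luciferase. Compound treatment lasts 48 h at 37 °C in phenol-red free MEM. Activation is expressed relative to genistein at 10 microM and DMSO.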
# MLL CXXC-DNA inh: blocks binding of human MLL CXXC domain to DNA; Potency, µM (top dose mostly 115 µM), for inactives: top-dose activity change, negative = inhibition, usual class: inhibitors; MLL-CXXC / FITC-HOXA9 DNA fluorescence polarization; actives 0.037% (n = 290,000); AID 2662; active = well fitted inhibition curve with a large enough effect in the polarisation, with a control signal flat, not every such curve was filed as active; inconclusive = small, poorly fitted or top-dose-only effect, or effect the other way, or a change in a side signal; inactive = no such curve, though single readings can be large or run the other way; the % refers to the polarisation; also: potency is read from the fitted curve at half-maximal effect
#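 Purified MLL-CXXC (added from a 7 uM solution) was preincubated 5 min at ambient with pinned compounds in 50 mM Tris-HCl pH 7.5, 50 mM NaCl, 1 mM DTT, 0.05% BSA. Fluorescein-labeled HOX-A9 DNA (50 nM solution) followed, 30 min, then polarization read.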
# TSG101-PTAP inh: blocks PTAP/TSG101 interaction to inhibit HIV-1 budding | Fluorescence polarization, FITC-PTAP peptide / Tsg101 binding | AID 493005 | Potency, µM (titrated, usually from 115 µM), for inactives: at the highest dose activity change, negative = inhibition, most hits filed as inhibitors | 340,000 tested, under 10 active | Q99816; active = well fitted inhibition curve with a large enough effect in the main read-out, with a control signal flat, not every such curve was filed as active; inconclusive = small, poorly fitted or top-dose-only effect, or effect the other way, or a change in a side signal; inactive = no such curve, though single readings can be large or run the other way; also: potency is read from the fitted curve at half-maximal effect; % of control where 0% means no effect
#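 Tsg101 binding domain (10 uM final) was mixed with compound and a FITC-labeled PTAP peptide (50 nM final) in HEPES pH 7.5 buffer with NaCl, Tween 20, EDTA and TCEP; fluorescence polarization was read after 20 min at r.t.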
# * = called active by the depositor; ? = inconclusive; / = not tested or not shown; [ ] = remark or other dose. Unless noted, calls follow the shape of the dose curve; as a rule, active = well fitted curve in the direction sought with a large enough effect; inconclusive = small, poorly fitted or top-dose-only effect, or another doubt; inactive = no such curve, though single readings can be large; an effect the other way counts as inactive or inconclusive.
SMILES,TCR act,TRPV1 agonist,p53 reactivator,A-T KAP1 phos,ELG1 DNA repair,B2AR arrestin,a7 integrin act,BRCA1 expr act,MLL CXXC-DNA inh,TSG101-PTAP inh
O=C(CCNc1cccc(C(F)(F)F)c1)c1ccco1,-6.9%,?,12.5%,-1.5%,6.8%,-0.2%,-17.5%,-17.9%,18.0%,-6.9%
O=C(NN=C1CCCC1)c1cccs1,-2.3%[46.1 µM],28.0,?,/,?,0.1%,1.7%,20.8%,-9.2%,-3.0%
COCc1nnc(NC(=O)c2ccc(S(=O)(=O)N(C)Cc3ccccc3)cc2)o1,4.8%,0.3,3.0%,-4.4%,?,-0.5%,-39.2%,-45.2%,4.9%,-4.4%
CCC(C)NC(=O)CO/N=C/c1ccc(C(=O)OC)cc1 (stereo unspecified),-1.8%,-0.6,-2.1%,5.0%,-1.3%,0.2%,4.7%,-6.7%,1.0%,-10.9%
C=CCNC(=S)Nc1sc2c(c1C(=O)OCC)CCN(C(=O)OCC)C2,2.4%,12.2,/,/,/,/,-9.7%,40.3%,-5.0%,-0.2%
Cc1cc(NC(=O)c2ccco2)ccc1-n1cnnn1,-0.7%,2.3,3.0%,1.5%,?,-0.4%,-9.1%,59.3%,10.5%,-3.9%
O=C(Nc1cc(S(=O)(=O)N2CCCC2)ccc1Cl)c1ccncc1,/,/,-1.8%,-4.2%,6.4%,-0.4%,6.5%,-13.1%,/,-1.0%
O=C(OCc1nnc(-c2ccccc2)o1)c1cc(Cl)ccc1[N+](=O)[O-],-1.3%,?,8.9%,-10.6%,2.2%,-0.2%,0.0%,-5.7%,-5.7%,0.2%
COc1ccc(OC)c(/C=N/NC(=O)CSc2cc(C)nc3c(OC)cccc23)c1,6.1%,-0.6,-3.5%,9.5%,?,0.6%,0.0%,-42.4%,-3.4%,0.5%
CCc1noc(C)c1C(=O)N(C)CC(=O)Nc1cccc(OC)c1,-3.0%,-1.8,-1.1%,-1.2%,-2.2%,0.4%,0.0%,1.2%,/,-0.7%
Cc1ccc(/C=C2\SC(=S)N(CC(=O)Nc3cccnc3)C2=O)cc1,1.0%,6.3,-1.1%,-0.1%,13.8%,-0.4%,29.5%,19.0%,8.5%,1.4%
CCN1CCN(c2ccc(Cl)cc2NC(=O)c2ccco2)CC1,/,5.9,-19.4%,-1.4%,-8.6%,0.0%,-54.3%[inhibitor],9.8%,/,0.5%
CCNS(=O)(=O)c1ccc(OCCNS(C)(=O)=O)cc1,8.3%,-5.1,-5.8%,8.7%,?,0.1%,12.6%,9.3%,-9.1%,-9.8%
O=C(NCCc1ccccc1)C1CCC(Cn2c(=O)c3ccccc3n(Cc3cccc(F)c3)c2=O)CC1 (stereo unspecified),4.7%[46.1 µM],-1.3,-0.5%,3.9%,-8.5%,0.0%,-1.7%,-25.8%,-1.1%,-3.0%
CCOP(=O)(c1c(F)c(F)c(F)c(F)c1F)C1(O)CCCCC1 (stereo unspecified),-2.3%,0.8,4.5%,-1.8%,-4.3%,-0.2%,9.8%,10.9%,-0.7%,-1.8%
COC(=O)c1[nH]c2cccc(OC)c2c1NC(=O)CN(C)CC1OCCO1,4.7%,-2.6,-11.8%,-1.9%,-4.3%,-0.3%,28.5%,3.7%,-8.6%,-5.2%
O=C(N/N=C/c1ccco1)c1ccccc1OCc1ccc(Br)cc1,2.8%[46.1 µM],9.8,6.0%,-4.3%,?,-0.8%,23.7%,43.6%,-9.0%,-3.0%
O=C(Nc1ccc(CN2CCOCC2)cc1)c1cc2ccccc2o1,2.2%,?,18.8%,1.6%,?,0.0%,-22.4%,26.1%,-3.0%,-8.2%
Cc1nc2cccc(C)n2c(=O)c1Cl,-4.5%,2.6,-3.7%,-4.5%,-1.4%,-0.2%,-6.2%,-11.9%,5.2%,0.5%
COc1ccc(/C=N/NC(=O)c2cccc([N+](=O)[O-])c2)cc1OC(=O)c1ccc(C)cc1,-0.7%,-0.8,0.5%,-5.4%,-4.7%,-1.0%,12.9%,-50.8%,15.1%,-4.6%
Cc1cc(C(=O)N2CCN(CCc3ccccc3)CC2)no1,-5.1%,2.3,3.2%,-6.9%,6.0%,-0.4%,8.6%[7.66 µM],-2.6%,0.3%,1.2%
Cc1ccc(NC(=O)CSc2ccc(-c3cccnc3)nn2)cc1Cl,-0.5%,?,3.0%,7.1%,?,-0.1%,32.4%,0.0%,14.1%,3.4%
Cc1cc(C(=O)Nc2ccc(F)cc2)c2ccccc2n1,-7.4%,-1.4,-9.3%,-5.1%,8.9%,-0.9%,4.1%,-28.6%,5.8%,-1.9%
Cc1ccc2nc(NCC(=O)O)nc(-c3ccccc3)c2c1,-4.3%,1.3,1.5%,11.7%,6.5%,0.0%,-2.7%,-6.9%,-9.4%,-5.0%
CCOC(=O)c1ccc2[nH]c(C)c(CN3CCN(C)CC3)c(=O)c2c1,2.3%,/,/,/,/,/,-6.4%,-7.5%,/,-0.9%
COc1ccc(CCNC(=O)COC(=O)c2ccc(N3CCCC3=O)cc2)cc1OC,0.4%,1.6,0.4%,-2.6%,1.0%,0.1%,?,-20.1%,5.4%,-8.5%
S=C(CN1CCCC1=S)NCCc1ccccc1,-5.5%,17.5,2.4%,-1.4%,?,-0.3%,7.2%,-1.8%,8.8%,-3.6%
COc1ccc(Nc2ccccc2NC(=O)c2ccccc2Br)cc1,-7.4%,13.5,3.6%,-2.4%,-6.9%,-0.2%,9.6%,-8.2%,-2.1%,-0.1%
CCCOc1c(Br)cc(C(=O)NCC)cc1OC,2.7%,19.5,-1.0%,/,-4.7%,-2.0%,0.2%,-32.4%,-0.3%,-3.3%
Cc1nc2ccccc2n1CCc1nc2c3ccccc3nc(SCC(=O)NCc3ccco3)n2n1,/,-0.1,-39.5%[inhibitor],-11.4%,?,-0.6%,13.9%,-0.6%,-7.9%,-5.2%
CC1(C)CC(=O)C(C2=NC3(CCCCC3)Cc3ccccc32)=C(O)C1,2.5%,5.4,-2.8%,2.3%[11.5 µM],0.0%,-0.1%,16.9%,3.1%,4.7%,-3.1%
CCOC(=O)c1cc(-c2ccccc2)sc1NC(=S)Nc1cccc(C)n1,3.7%,4.0,3.7%,7.6%,-12.1%,0.2%,34.3%,-53.5%,-3.2%,-0.3%
Cc1[nH]c(=O)[nH]c(=O)c1S(=O)(=O)NCCOC12CC3CC(CC(C3)C1)C2,-6.2%,-0.5,0.9%,3.3%,-5.1%,-0.1%,-8.0%,4.5%,-2.6%,-6.2%
CCOc1cc(/C=C2\N=C(C)OC2=O)cc(Br)c1OCCc1ccccc1,0.9%,-1.3,-3.0%,-1.8%,17.7%,-0.5%,19.8%,19.8%,-6.2%,-4.3%
CC(=O)Nc1nc2c(c3c1c(=O)oc1ccccc13)CC(C)CC2 (stereo unspecified),2.3%[46.1 µM],21.5,-6.7%,0.1%,9.0%,-0.1%,/,/,6.9%,/
O=C(O)COc1ccccc1/C=N/NC(=O)CNC(=O)c1ccc(F)cc1,-1.8%,-0.5,-1.1%,3.0%,3.2%,0.4%,?,-6.5%,50.8%[activator],-0.7%
CNC(=O)c1c(NC(=O)c2cccc(N3C(=O)CCC3=O)c2)sc2c1CCC2,-2.1%,0.2,0.8%,58.6%,0.0%,-0.5%,31.1%,-5.8%,-3.6%,-4.9%
Cc1ccc(NC(=O)N/C=C/c2ccco2)c(C)c1,-2.1%,-0.7,2.9%,1.0%,15.1%,0.0%,20.8%,1.7%,15.2%,0.9%
C[C@H](NC(=O)OC(C)(C)C)C(=O)NCC1CCC(C(=O)O)CC1 (stereo partly specified),4.9%,-4.6,?,-0.9%,-2.6%,-0.2%,14.9%,0.2%,?,-4.3%
COc1ccc(-n2c(SCC(=O)NCC3CCCO3)nc3c([nH]c4ccccc43)c2=O)cc1 (stereo unspecified),-0.6%,-2.0,4.2%,-3.9%,?,-0.1%,4.0%,-14.0%,-4.0%,1.4%
O=C(Nc1ccc(N2CCCCC2)cc1)c1ccc2c(c1)OCCO2,1.3%,?,?,0.8%,?,0.3%,-9.2%,23.5%,10.9%,-2.7%
Cc1cccc(C)c1NC(=O)CSCC(=O)O,0.7%,-4.3,0.1%,4.3%,6.7%,0.3%,0.9%,20.2%,-20.3%,-1.5%
Cc1ccnc(N/C=C(/NC(=O)c2ccccc2)C(=O)N/N=C\c2ccc(Cl)cc2)n1,2.9%,6.9,-6.5%,-10.1%,?,0.8%,-7.8%,-20.1%,2.2%,-4.5%

# Bioassay records as filed in PubChem.
